# LGR2 antag – inhibitors of bursicon-induced Drosophila LGR2 receptor cAMP signaling | hit rate 0.35% among 380,000 | inhibition, % at 9.99 µM | AID 720647 | HEK293 LGR2, CRE-luciferase, bursicon-stimulated, 4 h;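 active means drop in luminescence signal, shown as inhibition above about 50% in the replicate tests, limit read from the data, passing the limit was not always enough; inconclusive means probably only some replicates passing the limit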;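 further: agonist challenge used bursicon conditioned medium at about half maximal strength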
# SIRT5 inh – blocks human SIRT5 desuccinylation of peptide; Q9NXA8; Purified SirT5, succinyl-peptide AMC, trypsin-coupled fluorescence; inhibition, % at 15 µM; hit rate 1.1% among 330,000; AID 652115; in the data active means inhibition above about 15%; inconclusive means no clear call, values can overlap the other calls
# Target sequence (Q9NXA8 whole entry, looked up): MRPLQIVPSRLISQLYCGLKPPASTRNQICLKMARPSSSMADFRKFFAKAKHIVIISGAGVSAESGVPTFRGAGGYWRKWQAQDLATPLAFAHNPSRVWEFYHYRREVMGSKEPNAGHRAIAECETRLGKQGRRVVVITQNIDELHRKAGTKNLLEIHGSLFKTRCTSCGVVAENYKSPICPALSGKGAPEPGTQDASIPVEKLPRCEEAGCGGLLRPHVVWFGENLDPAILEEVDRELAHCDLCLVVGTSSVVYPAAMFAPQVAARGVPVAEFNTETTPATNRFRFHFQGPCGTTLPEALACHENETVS
# PAX8 inh HTS – inhibitors of PAX8 transcriptional activity in RMG-I cells; RMG-I TPO-luciferase reporter, SteadyGlo, 24 h; inhibition, % at 12.6 µM; hit rate 1.2% among 360,000; AID 652154;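 active means mean replicate inhibition at least 60% with every replicate also reaching 60%; inconclusive means only one of the two criteria is met; inactive means mean below 60% and not all replicates reaching 60%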;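 further: luciferase light reporting Pax8 driven TPO promoter activity; plate controls were median of neutral control wells for no effect and mitoxantrone controls for full effect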
# ARNT TACC3 PPI – ARNT/TACC3 interaction disruption; AlphaScreen His-ARNT PAS-B/GST-TACC3 binding, luminescence; TACC3 fragment carries E629A point mutation; inhibition, % at 9.99 µM; AID 623870; Q9Y6A5; hit rate 0.66% among 390,000;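 active means mean inhibition of replicates at least 50% and at least half of replicates each reaching 50%; inconclusive means half or more replicates reach 50% but mean below 50%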;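 further: 0% = complete ARNT plus TACC3 wells and 100% = ARNT alone without TACC3; many hits fall short of the cut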
# DENV2 CPE rescue – DENV2-induced cell death inhibition | CPE inhibition, % at 9.99 µM | hit rate 1.7% among 350,000 | AID 651640 | DENV2-infected cells, cytopathic effect rescue, plate reader; in the data active means CPE inhibition above about 20%, passing the limit was not always enough; inconclusive means no clear call, values can overlap the other calls; tested in BHK-21 cells;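 further: 0% = median of neutral control wells and 100% = median of positive control wells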
# EWS-Fli block – EWS/Fli transcriptional activity inhibition; A673 NR0B1-luciferase reporter, viability-normalised; inhibition, % at 12.6 µM; hit rate 0.67% among 350,000; AID 651661;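 active means mean inhibition of at least 50% after viability correction, with every replicate also passing that limit; inconclusive means mean reaches 50% but only one of two replicates passes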;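 further: firefly luciferase signal divided by Alamar Blue viability fluorescence both relative to DMSO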
# Casp6 inh – inhibitors of human caspase-6 | purified caspase-6, Z-VEID-R110 cleavage fluorescence | inhibition, % at 12.5 µM | hit rate 0.53% among 350,000 | AID 686996;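 active means mean inhibition across replicates at least about 35%, with every replicate also reaching that limit, limit read from the data; inconclusive means only one of the two criteria met; inactive means neither criterion met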;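 further: 0% = median of neutral control wells and 100% = no fluorescence left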
# Target sequence (P55212 24-179 limits assumed): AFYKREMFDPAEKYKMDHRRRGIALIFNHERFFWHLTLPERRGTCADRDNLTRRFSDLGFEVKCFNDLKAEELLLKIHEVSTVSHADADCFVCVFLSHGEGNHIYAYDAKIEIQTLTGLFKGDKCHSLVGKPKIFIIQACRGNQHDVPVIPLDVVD
# Target sequence (P55212 194-293 limits assumed): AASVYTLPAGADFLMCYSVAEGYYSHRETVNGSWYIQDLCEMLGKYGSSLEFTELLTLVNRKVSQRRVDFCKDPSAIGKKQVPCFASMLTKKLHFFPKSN
# The depositor's hits bear a star; ? = inconclusive; / = not tested or not shown; & = joins results of further samples.
SMILES,LGR2 antag,SIRT5 inh,PAX8 inh HTS,ARNT TACC3 PPI,DENV2 CPE rescue,EWS-Fli block,Casp6 inh
C#Cc1ccc([C@H]2C=C(C(=O)NCc3nc4ccccc4[nH]3)O[C@@H](OCc3ccc(CO)cc3)C2)cc1,12,/,3,-2,/,1,/
O=C(CCCc1nc2ccccc2s1)NC(c1ccccc1)c1ccccc1,-6,/,-11,-1,/,/,/
Nc1c(-c2ccccc2)c(CSc2nc3ccccc3[nH]2)nn1-c1cccc(Cl)c1,/,0,59,32,6,6,-1
O=C(CSc1nncs1)NC(=O)NCc1ccco1,-11,-1,-4,-9,-2,-12,-1
O=C(CC1C(=O)NCCN1Cc1ccoc1)NCCCn1ncc2ccccc21 (stereo not given),-4,3,-25,3,-1,-5,7
Cc1cccc(C)c1NC(=O)C(=O)NCCc1c[nH]c2ccccc12,-14,-1,16,2,0,35,-3
CCN(CC)CCNC(=O)c1ccc(NC(=O)Cc2cccc3ccccc23)cc1,-1,0,-3,2,2,9,-4
O=C(Nc1nc(N2C(=O)c3ccccc3C2=O)n(-c2ccccc2)n1)c1ccccc1,3,/,-23,44,/,/,/
Cc1cccc(C(=O)OCC(=O)NC(C)CCc2ccccc2)c1 (stereo not given),-33,0,-16,-5,2,-1,0
CCNC(=O)C[C@@H]1CC[C@@H]2[C@H](COc3ccc(NS(=O)(=O)c4ccccc4C)cc3C(=O)N2C)O1,-24,-5,0,-7,0,-1,0
CC(C)CC#Cc1ccc2c(c1)O[C@@H](CN(C)C(=O)CC1CC1)[C@@H](C)CN([C@H](C)CO)S2(=O)=O,5,25*,24,4,-1,13,-3
COc1ccc(NC(=O)N2CC3(C2)CN(CC2CC2)[C@@H](CO)c2c3c3ccc(OC)cc3n2C)cc1,8,0,-17,/,-12,-1,-1
Cc1nc(N)ncc1Sc1ccc(Cl)cc1,8,-2,-11,-1,3,-1,1
CCc1ccc(C(=O)N2CCN(c3ccc(NC(=O)c4cccnc4)cc3)CC2)cc1,6,-3,10,17,?,/,-2
O=C(O)c1cccc2c1C(=O)c1cccc3snc-2c13,5,-2,19,0,-2,-54,-3
O=C1Nc2ccc(Br)cc2C1=Nc1cccnc1,12,-3,27,/,-3,40,7
CCCCCCC(=O)Oc1cccc(C2=CC(=O)CC(C)(C)C2=O)c1,-8,-4,-13,/,-1,-8,4
COc1ccccc1/C(C)=N/NC(=O)c1nnn(-c2nonc2N)c1C(C)C,-16,-3,-8,-3,-1,-1,3
CCN(CC)S(=O)(=O)c1ccc(N2CCCCC2)c(NC(=O)c2ccncc2)c1,-7,-7,17,6,3,0,-1
N/C(=N\OC(=O)CC1CCCCC1)c1ccccc1,-80,1,-59,-4,7,-15,-2
CC(=O)Nc1ccc(NC(=O)c2ccc(-c3ccnn3C)c3ccoc23)cc1,-20,-1,-42,/,8,34,17
C[C@@H]1CN([C@H](C)CO)C(=O)c2cccc(NC(=O)c3ccc(-c4nccs4)cc3)c2O[C@H]1CN(C)Cc1ccc(C(=O)O)cc1,-12,2,/,-5,-1,-5,-5
c1cncc(CNc2nc(N3CCOCC3)nc(N3CCOCC3)n2)c1,0,-3,/,2,-2,1,-1
C[C@H]1CN([C@@H](C)CO)C(=O)c2cc(NC(=O)Cn3cnnn3)ccc2O[C@@H]1CN(C)S(=O)(=O)c1ccc(Cl)cc1,10,3,/,/,-2,0,1
Cc1cc(C)c2c(N)c(C(=O)NC3CCCC3)sc2n1,/,-2,-35,-8,0,-67,3
Cc1ccccc1-c1ccc([C@H]2[C@@H](CO)N3C(=O)CN(C(=O)Nc4cccc(F)c4)C[C@@H]23)cc1,3,2,/,/,-1,1,2
CCc1cc(=O)oc2cc(C)cc(OCC(=O)NCC3CCC(C(=O)O)CC3)c12 (stereo not given),-6,/,/,-11,-16,-5,-1
O=C(C[C@H]1C[C@H]2c3cc(NC(=O)Nc4ccccc4)ccc3O[C@H]2[C@@H](CO)O1)NC1CCCC1,-9,0,-17,1,-3,-2,-1
COc1ccc(-c2ccc3c(c2)[C@@H]2[C@@H](CCN2C(=O)C2CCOCC2)[C@@H](CO)N3C)cc1,-16,/,-11,-4,115*,-11,/
Cc1onc(-c2c(F)cccc2Cl)c1C(=O)OCC(=O)N1C(C)CCCC1C (stereo not given),13,5,/,-12,-4,-1,-1
CCOC(=O)C1=C(C)NC(SCc2cc(=O)[nH][nH]2)=C(C#N)C1c1cccs1 (stereo not given),-4,20*,/,15,11,-10,27
COc1cc2c(cc1OC)C(Cc1cc(OC)c(OC)cc1[N+](=O)[O-])=NCC2,-9,/,5,14,-7,-6,30
COc1cccc(/C=C/C(=O)c2ccc(NC3=NCCCS3)cc2)c1,15,1,-16,6,8,-10,2
COC(=O)C1=C(C)N(C)C(=O)NC1c1ccsc1 (stereo not given),17,-3,4,/,-3,-1,1
CCN(Cc1ccccc1)C(=O)C1CCN(CC2CC=CCC2)CC1 (stereo not given),-1,/,-15,-10,/,/,/
CNC[C@H]1Oc2c(NC(=O)C3CCCCC3)cccc2C(=O)N([C@H](C)CO)C[C@@H]1C,2&-3,-1,25&-5,-3&6,8&-3,-5&-1,1&2
O=C(NCc1ccc2c(c1)OCO2)C(=O)NCC(c1ccco1)N1CCN(c2ccccc2)CC1 (stereo not given),-4,-1,-9,-1,0,17,1
CCOC(=O)c1c(NC(=O)C2CCCO2)sc(C)c1C (stereo not given),-3,0,1,-5,-2,11,-1
Cn1cccc1C(=O)OCC(=O)NCCc1ccc(S(N)(=O)=O)cc1,20,/,11,5,6,-3,-3
CCCCOC(=O)CSC1=C(C#N)C(c2ccccc2OCC)C(C#N)C(=O)N1 (stereo not given),3,/,/,-3,/,/,5
Cc1ccsc1/C=N/NC(=O)Cn1nc(C)c([N+](=O)[O-])c1C,16,-3,-8,-7,-1,9,2
CCn1c(SCC(=O)Nc2ccc(F)cc2)nnc1-c1cnccn1,7,1,-61,-11,3,-79,1
CC(C)C(=O)Nc1ccc2c(c1)C(=O)N(C)[C@H]1CC[C@H](CC(=O)NCc3ccccc3)O[C@H]1CO2,-2,-1,2,/,-1,-3,-3
COc1ccc(C(=O)Nc2cc(OC)c(Cl)cc2OC)cc1,-35,0,12,-5,7,-20,-2
COc1cc(C)ccc1OCc1cc(C(=O)NC(c2ccccn2)C(F)(F)F)no1 (stereo not given),-19,/,-39,/,-7,-19,2
C[C@@H](NC(=O)C[C@@H]1CC[C@@H](NC(=O)CN2CCOCC2)[C@@H](CO)O1)c1ccccc1,-8,-2,-7,3,12,-11,63*
CCS(=O)(=O)N(C)C[C@H]1[C@@H](c2ccccc2)[C@@H](CO)N1C(=O)CN(C)C,8,-6,/,/,8,/,-1
CC(C)C[C@@H]1COc2cccc(N3CCSCC3)c2S(=O)(=O)N1,9,1,17,/,13,4,-3
COc1ccccc1N1CCN(C(=S)NC(=O)/C=C/c2ccc(F)cc2)CC1,-19,-5,-13,/,-4,-40,-1
C[C@H](CO)N1C[C@H](C)[C@@H](CN(C)CC2CCOCC2)Oc2ncc(-c3cccc(F)c3)cc2C1=O,5,1,-19,/,5,-7,/
CCOC(=O)N1CCC2(CC1)NCCc1c2[nH]c2ccccc12,-16,/,0,24,-1,2,-1
CCOc1cccc(CN2CCCC(C(=O)c3cc(Cl)ccc3OC)C2)c1O (stereo not given),6,7,9,32,2,-2,-2
CC(=O)c1c(-c2ccc(Cl)cc2)c2ccccc2[nH]c1=O,-17,-5,16,-2,5,10,2
Cc1cc(N2CCN(CC(C)(C)O)C[C@H]2C)ccc1N1CCN(CC(C)(C)O)[C@@H](C)C1,17,0,-17,/,2,2,-3
COc1cc(NC(=O)CN(C)S(=O)(=O)c2ccc3c(c2)CCC(=O)N3)cc(OC)c1,-9,/,0,2,-15,-3,1
O=C(O)c1ccccc1/C=N/Nc1nc(N2CCCCC2)nc(N2CCCCC2)n1,23,0,-18,/,5,5,-1
CCCCCCn1c(-c2ccco2)nc2oc3cc(OC)ccc3c(=O)c2c1=O,/,-3,/,1,/,/,3
N#CC1(NC(=O)COC(=O)c2ccccc2SCC(=O)N2CCCC2)CCCCC1,7,-4,3,8,6,-6,1
O=C(NC1CCCCCC1)c1c(O)nc2sccn2c1=O,-3,1,-16,23,0,-5,1
O=C(N/N=C\c1ccc[nH]1)C1COc2ccccc2O1 (stereo not given),-2,3,-6,4,-2,-33,12
# New compounds follow.
SMILES,LGR2 antag,SIRT5 inh,PAX8 inh HTS,ARNT TACC3 PPI,DENV2 CPE rescue,EWS-Fli block,Casp6 inh
CO/N=C/c1c(C(=O)OC)nn(-c2ccccc2)c1Cl,-34,0,1,1,0,3,-3
CCC(=O)N1C[C@H](C)[C@@H](OC)CN(C)C(=O)c2cc(NC(=O)NC(C)C)ccc2OC[C@@H]1C,-4,2,/,-1,-5,1,1
C[C@H](CO)N1C[C@H](C)[C@H](CN(C)Cc2ccc3c(c2)OCO3)Oc2ccc(NS(=O)(=O)c3cccs3)cc2CC1=O,4,1,-1,-1,-4,-2,0
CCc1nnc(NC(=O)C2Cc3ccccc3C(=O)O2)s1 (stereo not given),-3,-2,-21,-2,11,-3,2

# Screening results deposited in PubChem by Broad Institute.
